Avidin bead fluor – compound fluoresces at 488/530 nm on avidin beads; 220,000 compounds, 0.38% hits; fluorescence (KMESF) at 10 µM; compound fluorescence 488/530 nm, flow cytometry; stronger effect = higher value; AID 1775; in the data active = fluorescence above about 47; also: inactives centre near 10
Cdc42 wt GTP – human Cdc42 wildtype GTP binding change, either direction; P60953; GST-Cdc42 beads, Bodipy-GTP binding, flow cytometry; actives lie on both sides; percent activity (GTP binding), % at 10 µM; 190,000 compounds, 0.2% hits;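 active = percent activity GTP binding at least 20 points away from the 100% baseline, either down as inhibitor or up as activator; inconclusive = compound flagged as likely green fluorescent from well-wide comparison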;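 also: median bead fluorescence of bound Bodipy-FL-GTP at 100 nM; 0% = excess unlabeled GTP control and 100% = no compound control; below 100% means less GTP binding so inhibitor and above means activator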
Target sequence (P60953 whole entry, looked up): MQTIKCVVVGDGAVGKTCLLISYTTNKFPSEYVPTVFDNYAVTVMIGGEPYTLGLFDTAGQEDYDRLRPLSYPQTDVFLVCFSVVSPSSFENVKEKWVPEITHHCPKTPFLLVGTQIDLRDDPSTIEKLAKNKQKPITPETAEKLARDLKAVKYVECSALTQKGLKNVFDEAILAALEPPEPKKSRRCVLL
Rac1 wt modul – human Rac1 wildtype GTP binding, inhibitors and activators | P63000 | GST-Rac1 beads, fluorescent GTP binding, flow cytometry; actives lie on both sides; 0 = cold GTP competed, 100 = untreated | GTP binding activity (% of control), % at 10 µM | 190,000 compounds, 0.27% hits;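 active = GTP binding activity at least 20 points away from the 100% control level, either lower or higher; inconclusive = compound flagged as likely green fluorescent, judged across all proteins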
Mcl1 Bid PPI – disrupts binding of human Mcl-1 to Bid peptide. Q07820. inhibition, % at 21.7 µM. AID 1021. TR-FRET Mcl-1/Bid-Dy647 peptide binding, 1536-well. 220,000 compounds, 0.97% hits;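 active = compounds that cut the binding signal by more than half at the single screening dose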;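 also: His-tagged Mcl-1 with europium anti-His antibody binding Bid BH3 peptide; 0% = Mcl-1 plus peptide wells and 100% = peptide-only wells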
Target sequence (Q07820 whole entry, looked up): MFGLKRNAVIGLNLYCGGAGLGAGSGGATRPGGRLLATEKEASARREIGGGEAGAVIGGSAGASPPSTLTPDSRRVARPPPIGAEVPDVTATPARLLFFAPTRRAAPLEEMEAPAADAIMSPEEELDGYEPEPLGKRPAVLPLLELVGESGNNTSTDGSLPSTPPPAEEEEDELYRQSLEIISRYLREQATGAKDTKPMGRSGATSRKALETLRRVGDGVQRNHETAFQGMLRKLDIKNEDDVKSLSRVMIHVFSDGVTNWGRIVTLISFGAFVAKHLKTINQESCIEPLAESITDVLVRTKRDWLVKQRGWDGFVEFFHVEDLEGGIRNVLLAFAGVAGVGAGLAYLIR
Rab7 wt GTP bind – alters GTP binding to wildtype dog Rab7 | GST-Rab7 beads, fluorescent GTP binding, flow cytometry; actives lie on both sides; untreated = 100%, excess cold GTP = 0% | GTP binding activity (percent of control), % at 10 µM | 190,000 compounds, 0.055% hits | AID 758;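 active = fluorescent GTP binding to Rab7 beads changed by at least 20 points from the 100% baseline, either direction, mostly lower; inconclusive = compound itself probably fluorescent, or too few beads counted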;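 also: median green fluorescence of bound Bodipy-FL-GTP per Rab7 bead population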
Pf gametocyte – P. falciparum stage V gametocyte viability inhibition | P. falciparum stage V gametocytes, ATP luminescence, 24 h | inhibition, % at 10.9 µM | 150,000 compounds, 0.065% hits;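 active = inhibition above the mean plus 3 SD of compounds within the control limits, set per campaign, cut at about 38% in these data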;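 also: 0% = DMSO wells and 100% = medium only without gametocytes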
Mcl1-Noxa inh – disrupts binding of human Mcl-1 to Noxa peptide; Q07820; 220,000 compounds, 1.5% hits; AID 1022; TR-FRET Mcl-1/Noxa peptide binding, 2 h; inhibition, % at 21.7 µM;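 active = compounds that cut the protein-peptide binding signal by more than 50% relative to plate controls in a single-dose test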;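 also: His-tagged Mcl-1 with rhodamine Noxa BH3 peptide and terbium anti-His antibody; 0% = Mcl-1 plus Noxa peptide wells and 100% = peptide-only wells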
HRas wt GTP – changes GTP binding to wildtype human HRas | P01112 | GST-Ras wt beads, Bodipy-FL-GTP binding, flow cytometry; actives lie on both sides | GTP binding activity, % at 10 µM | 190,000 compounds, 0.14% hits;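 active = GTP binding activity at least 20% away from the 100% baseline, either lowered as inhibitor or raised as activator; inconclusive = flagged as likely green fluorescent, judged across all proteins in the well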;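 also: 0% = unlabeled GTP competition control and 100% = no-compound control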
Target sequence (P01112 whole entry, looked up): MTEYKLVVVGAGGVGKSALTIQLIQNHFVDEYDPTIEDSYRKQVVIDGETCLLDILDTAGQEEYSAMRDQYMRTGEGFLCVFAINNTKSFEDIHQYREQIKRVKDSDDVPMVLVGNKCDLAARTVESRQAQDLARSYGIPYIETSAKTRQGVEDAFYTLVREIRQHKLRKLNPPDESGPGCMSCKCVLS
Rab2 wt GTP – changes GTP binding to wildtype dog Rab2A, up or down. GTP binding activity, % at 10 µM. AID 760. GST-Rab2 wt beads, Bodipy-GTP binding, flow cytometry. 190,000 compounds, 0.19% hits. P61105;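 active = GTP binding activity at least 20 points away from 100%, either lowered or raised; inconclusive = signal likely due to the compound's own green fluorescence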;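 also: 0% = beads with excess unlabeled GTP and 100% = no-compound control corrected for plate trend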
Rac1 mut GTP – human Rac1 activated mutant GTP binding change | P63000 | GST-Rac1 activated beads, fluorescent GTP binding, flow cytometry; actives lie on both sides; 100% means binding = to untreated wells | percent activity (GTP binding), % at 10 µM | 190,000 compounds, 0.11% hits | AID 764;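 active = GTP binding at least 20 percentage points away from the 100% baseline, in either direction, so actives lie on both sides; inconclusive = Compound likely fluorescent itself, or too few beads counted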
Mcl-1 Bim block – human Bim-Mcl-1 interaction inhibition; Q07820; Bead-based flow cytometry, Bim peptide-Mcl-1 binding; inhibition, % at 10 µM; 190,000 compounds, 0.1% hits; in the data active = inhibition above about 40%;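 also: 0% = no compound tracer wells and 100% = peptide blocker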
Numbers without * were called inactive; ? = inconclusive; nt = not tested or not shown. This is a random part of the collection; any-hit rate near 2.7%.

nr	SMILES	Avidin bead fluor	Cdc42 wt GTP	Rac1 wt modul	Mcl1 Bid PPI	Rab7 wt GTP bind	Pf gametocyte
1	N#CCC(=O)N1CCn2c1nc1ccccc12	7	104	107	-24	104	-16
2	CN1c2ccsc2/C(=N/Nc2ccc(F)cc2)CS1(=O)=O	8	94	93	15	94	-7
3	CCOc1c(Br)cc(CNCc2cccs2)cc1OC	5	99	100	18	98	-12
4	CCc1ccc(NC(=S)Nn2cnnc2)cc1	11	97	94	-17	97	7
5	O=C1C2C3CCC(C3)C2C(=O)N1CNc1ccccc1 (centres undefined)	3	106	109	-5	100	-16
6	COc1cc2[nH]c(=S)n(NC(=O)CC(C)C)c(=O)c2cc1OC	11	91	87	-23	90	-7
7	CCO[C@@H]1OC(C(=O)N2CCCCCCC2)=C[C@H](c2ccc(C(F)(F)F)cc2)[C@H]1CCCO	8	97	98	-1	97	nt
8	CC(=O)NC(Cc1ccccc1)C(C)=O (centres undefined)	19	100	102	-11	98	3
9	CCOC(=O)C1CCCN(CC(=O)Nc2cccc(C(C)=O)c2)C1 (centres undefined)	11	96	97	17	96	nt
10	O=C(CNC(=O)c1ccccc1)NCC(=O)OCC(=O)c1ccccc1	8	100	99	-9	99	-11

nr	Mcl1-Noxa inh	HRas wt GTP	Rab2 wt GTP	Rac1 mut GTP	Mcl-1 Bim block
1	-3	101	100	101	0
2	29	94	93	91	1
3	1	97	97	97	-1
4	28	94	94	93	-5
5	-8	104	101	101	-2
6	nt	93	91	89	-6
7	-34	97	96	97	-1
8	14	99	98	98	-2
9	16	96	94	95	0
10	-8	98	98	99	-4

The results go on:
nr	SMILES	Avidin bead fluor	Cdc42 wt GTP	Rac1 wt modul	Mcl1 Bid PPI	Rab7 wt GTP bind	Pf gametocyte
11	Clc1ccc(NC2=NCCC2)cc1Cl	11	103	108	19	103	nt
12	CC(=O)N1CCCc2cc(S(=O)(=O)N3CCC(C)CC3)ccc21	4	98	103	-1	96	-15
13	CCOc1ccc(-n2c(COc3ccccc3)nnc2SCC(N)=O)cc1	9	96	99	-10	96	nt
14	CCC(C)(C)NC(=O)C1CCN(S(=O)(=O)c2cccs2)CC1	80*	?	?	-4	?	-8
15	Cc1ccc(SCc2cc(=O)[nH]c(/N=C(\N)Nc3ccc(C)c(C)c3)n2)cc1	10	104	107	-4	104	nt
16	COC(=O)N1CC=CC1(C)C(=O)NCc1cc(F)cc(C(F)(F)F)c1 (centres undefined)	10	102	100	-1	96	21
17	CCc1ccc(OCC(=O)NC(=S)Nc2ccc(C(C)=O)cc2)c(Br)c1	22	95	99	1	100	-37
18	O=C(c1cccnc1)N1CCN(S(=O)(=O)c2ccc3ccccc3c2)CC1	32	104	107	1	98	0
19	Cc1ccc(N)cc1CN1CCCC1=O	4	98	100	7	101	18
20	O=S(=O)(NCc1ccccc1)NCc1ccccc1	12	100	100	-3	97	3

nr	Mcl1-Noxa inh	HRas wt GTP	Rab2 wt GTP	Rac1 mut GTP	Mcl-1 Bim block
11	6	102	101	99	0
12	1	99	98	99	-2
13	18	97	94	97	2
14	0	?	?	?	-22
15	14	100	103	99	1
16	3	99	99	97	-3
17	-1	98	97	95	-2
18	14	102	101	100	1
19	-3	101	98	98	0
20	0	98	96	95	0

Remaining list, next part
nr	SMILES	Avidin bead fluor	Cdc42 wt GTP	Rac1 wt modul	Mcl1 Bid PPI	Rab7 wt GTP bind	Pf gametocyte
21	O=C(OCC(=O)N1CCN(C(=O)c2ccco2)CC1)C1=COCCO1	82*	102	103	-8	101	nt
22	CC(=O)c1c(C(C)=O)c(C)n(-c2ccc(N)cc2)c1C	20	103	105	-23	100	nt
23	CCOC(=O)NCCOC(=O)Nc1ccc(Cl)cc1	23	96	101	-4	94	26
24	CCn1nc(C)cc1C(=O)N1CCc2c([nH]c3ccccc23)C1c1cc(F)ccc1F (centres undefined)	7	95	97	-2	101	-34
25	CC1CCCN(CCCOc2ccc(Cl)cc2Br)C1 (centres undefined)	10	103	103	34	99	nt
26	O=c1c(C(c2ccccc2)c2c(O)nc3n(c2=O)CCCS3)c(O)nc2n1CCCS2	40	100	98	-42	97	nt
27	CCN1C(=O)/C(=C/c2cn(C)nc2C)SC1=S	18	98	98	-18	100	nt
28	Cc1ccc(S(=O)(=O)NC(C)(C)CSc2nnc(Nc3ccccc3)s2)cc1	38	104	104	-12	100	nt
29	O=C(NC1CCS(=O)(=O)C1)/C(=C\c1ccccc1)NC(=O)c1ccccc1 (centres undefined)	14	102	103	-30	101	4
30	Cc1ccc(Cl)cc1-n1ncc2c(NNC(=O)c3ccco3)ncnc21	10	100	103	-21	104	14

nr	Mcl1-Noxa inh	HRas wt GTP	Rab2 wt GTP	Rac1 mut GTP	Mcl-1 Bim block
21	4	101	100	100	0
22	10	102	103	103	-2
23	-7	96	98	98	-3
24	-5	96	99	96	-1
25	40	100	100	101	0
26	15	98	99	97	0
27	11	98	98	98	-1
28	6	101	101	100	-3
29	5	102	101	100	-7
30	7	100	98	100	-1

Next results follow.
nr	SMILES	Avidin bead fluor	Cdc42 wt GTP	Rac1 wt modul	Mcl1 Bid PPI	Rab7 wt GTP bind	Pf gametocyte
31	COc1ccc(S(=O)(=O)N(C)C)cc1NCC(=O)Nc1ccc(F)cc1F	4	101	102	-10	99	nt
32	CC(=O)Nc1ccc(S(=O)(=O)Nc2nc(CN3CCOCC3)nc3sc4c(c23)CCCC4)cc1	4	95	98	-30	93	nt
33	Cn1c(=O)oc2cc(S(=O)(=O)NCCC(=O)NC3CCCc4ccccc43)ccc21 (centres undefined)	14	108	105	-46	100	nt
34	CCn1c(Cc2ccccc2)nnc1SCC(=O)Nc1nc(C)c(C)s1	12	102	102	3	97	6
35	CCc1ccccc1NC(=O)N[C@H](C(=O)O)C(C)C	6	103	104	2	103	nt
36	Cc1ccc(OCCC(=O)OCC(=O)Nc2ccc(Cl)cn2)cc1	7	104	107	-58	105	nt
37	COc1ccc(-c2csc(NC(=O)COC(=O)C3=COCCO3)n2)cc1	13	94	97	-11	101	6
38	CCOC(=O)C1=C(c2ccccc2)N=c2s/c(=C\c3cccc(O)c3)c(=O)n2C1c1cccs1 (centres undefined)	23	94	101	-10	100	nt
39	O=C(c1cnsn1)N1CCC(CO)(Cc2ccc(Cl)cc2)CC1	11	97	100	-11	103	-3
40	COc1ccc(-c2noc(-c3ccccc3C(=O)Nc3cccnc3)n2)cc1	16	102	105	-9	97	13

nr	Mcl1-Noxa inh	HRas wt GTP	Rab2 wt GTP	Rac1 mut GTP	Mcl-1 Bim block
31	15	99	97	99	-4
32	8	96	95	96	1
33	-2	101	101	99	-2
34	-9	99	98	98	-4
35	3	103	102	99	-1
36	4	103	102	98	-5
37	4	95	98	96	-2
38	5	100	96	95	-2
39	-7	101	98	98	0
40	6	103	102	101	-1

(further entries)
nr	SMILES	Avidin bead fluor	Cdc42 wt GTP	Rac1 wt modul	Mcl1 Bid PPI	Rab7 wt GTP bind	Pf gametocyte
41	CCc1ccc(N2CC(O)(c3cccs3)[N+]3=C2SCCC3)cc1 (centres undefined)	24	97	100	1	104	-2
42	O=C(c1ccco1)N1CCN(C(c2ccccn2)c2nnnn2C2CCCC2)CC1 (centres undefined)	18	100	104	-15	98	nt
43	CCS(=O)(=O)NCC(c1ccco1)N1CCN(c2ccccc2F)CC1 (centres undefined)	1	102	105	-4	99	-3
44	CCCC(=O)Nc1cccc(C(=O)Nc2nccs2)c1	7	103	101	-19	99	nt
45	c1csc(-c2nc3nc4ccccc4nc3n2Cc2ccc3c(c2)OCO3)c1	38	98	99	2	98	nt
46	Brc1c(CSc2nc3ccccc3s2)nc2ncccn12	10	98	99	-1	100	4
47	CN1CCN(CC(=O)Nc2sc3c(c2C#N)CCC(C(C)(C)C)C3)CC1 (centres undefined)	12	96	96	-7	98	nt
48	COC(=O)Cc1c(O)ccn(CCc2ccccc2)c1=O	23	101	100	-4	104	21
49	CC1=C(C(=O)OCC2CCCO2)C(c2ccc(F)cc2)NC(=O)N1 (centres undefined)	10	98	101	-13	103	-13
50	O=C(NC1(C(F)(F)F)C(=O)Nc2c1c(=O)[nH]c(=O)n2-c1ccccc1)c1cccnc1 (centres undefined)	22	103	105	-1	99	-43

nr	Mcl1-Noxa inh	HRas wt GTP	Rab2 wt GTP	Rac1 mut GTP	Mcl-1 Bim block
41	15	99	99	97	-20
42	-5	101	100	98	-6
43	7	100	99	97	-4
44	10	101	100	100	-3
45	4	98	95	95	3
46	-17	95	96	98	-5
47	16	99	97	96	0
48	19	101	100	97	0
49	7	101	98	94	3
50	7	100	100	102	-11

Other entries:
nr	SMILES	Avidin bead fluor	Cdc42 wt GTP	Rac1 wt modul	Mcl1 Bid PPI	Rab7 wt GTP bind	Pf gametocyte
51	COc1cccc(NC(=O)c2ccccc2-c2nc(-c3ccc(F)cc3)no2)c1	nt	98	99	3	98	nt
52	COc1ccc(C(=O)/C=C/Nc2cccc(O)c2)cc1	6	105	107	-31	99	11
53	CCOC(=O)c1cc2c(=O)n3ccccc3nc2n(CC(C)C)c1=NC(=O)c1c(-c2c(F)cccc2Cl)noc1C	14	97	99	12	96	17
54	O=C(Nc1cccc(F)c1)/C(=C\c1cccnc1)NC(=O)c1ccco1	5	102	104	-22	103	nt
55	COC(=O)c1cc(OC)c(OC)cc1NC(=O)CCCCCN1C(=O)CCC1=O	22	98	98	-7	98	12
56	CC(C)CC(c1nnnn1C(C)(C)C)N1CCN(C2CCCC2)CC1 (centres undefined)	21	101	102	9	103	-5
57	O=C(c1ccc(-c2ccccc2)cc1)N1CCN(c2ncccn2)CC1	40	98	96	13	96	nt

nr	Mcl1-Noxa inh	HRas wt GTP	Rab2 wt GTP	Rac1 mut GTP	Mcl-1 Bim block
51	-15	98	97	96	0
52	6	100	102	102	5
53	-28	94	95	96	4
54	0	101	101	99	12
55	12	96	96	97	1
56	23	101	100	100	1
57	9	97	99	98	-2

High-throughput results as filed in PubChem.
